Screens as filed in PubChem.
IMPase cell inh – qHTS Assay for Identifying the Cell-Membrane Permeable IMPase Inhibitors; inhibition (IP1 accumulation), % at 46.1 µM; CHO-M1 cells, IP1 accumulation, HTRF TR-FRET ratio; 120,000 tested, under 10 active; Inositol monophosphatase 1 (Rattus norvegicus), P97697; AID 901, 2007; active = well fitted curve in the direction sought with a large enough effect in the signal ratio, not every such curve was filed as active; inconclusive = small, poorly fitted or top-dose-only effect, or a change in a side signal; inactive = no such curve, though single readings can be large or run the other way; the % refers to the signal ratio;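 note: cells stimulated with carbachol in lithium chloride buffer; plate controls were DMSO basal wells for no effect and reference inhibitor wells for full effect; higher means more IMPase inhibition seen as more IP1 and lower FRET ratio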
Target sequence (P97697 whole entry, looked up): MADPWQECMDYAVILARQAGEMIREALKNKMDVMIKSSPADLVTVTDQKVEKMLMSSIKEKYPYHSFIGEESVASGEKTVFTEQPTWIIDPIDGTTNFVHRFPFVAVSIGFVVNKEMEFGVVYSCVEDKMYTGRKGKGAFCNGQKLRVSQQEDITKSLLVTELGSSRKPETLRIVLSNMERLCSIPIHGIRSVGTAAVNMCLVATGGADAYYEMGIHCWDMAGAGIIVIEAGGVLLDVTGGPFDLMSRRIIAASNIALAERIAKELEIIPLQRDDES
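Cellular IMPase inhibition is scored as a rise in cytosolic IP1, detected by competitive TR-FRET between d2-labelled IP1 and a europium anti-IP1 antibody. M1-expressing CHO cells were stimulated with carbachol for 30 min at 37C, with lithium (50 mM LiCl) present in the buffer.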
PNC inhibitor – High Content Assay for Compounds that inhibit the Assembly of the Perinucleolar Compartment. PC3M PTB-GFP, PNC prevalence imaging, 16 h; hits give low values. activity change (PNC), negative = inhibition, % at 10 µM. 140,000 compounds, 3.1% hits. AID 2417, 2010;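 active = readout at or below -70, meaning at least 70% loss of cells showing the perinucleolar compartment, a nuclear body marking cancer cells; inconclusive = readout between -30 and a set limit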;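 note: plate controls were DMSO wells for no effect and camptothecin positive control wells for full effect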
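Compounds are pinned in duplicate onto adhered PC3M cells stably expressing GFP-tagged PTB and incubated 16 h at 37 C. Cells are then fixed, nuclei stained with Hoechst, and PNC-positive cells counted.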
12-hLO inh – qHTS Assay for Inhibitors of 12-hLO (12-human lipoxygenase) | Polyunsaturated fatty acid lipoxygenase ALOX12 (Homo sapiens), P18054 | purified 12-hLO, xylenol orange hydroperoxide absorbance | Potency, µM (series often up to 57.1 µM), for inactives: top-dose activity change, negative = inhibition, usual class: inhibitors | 150,000 compounds, 0.12% hits; note: potency is the fitted concentration of half-maximal effect; nearly all actives have a fitted effect of over 55% in size; many of its hits are not listed in these tables
Target sequence (P18054 whole entry, looked up): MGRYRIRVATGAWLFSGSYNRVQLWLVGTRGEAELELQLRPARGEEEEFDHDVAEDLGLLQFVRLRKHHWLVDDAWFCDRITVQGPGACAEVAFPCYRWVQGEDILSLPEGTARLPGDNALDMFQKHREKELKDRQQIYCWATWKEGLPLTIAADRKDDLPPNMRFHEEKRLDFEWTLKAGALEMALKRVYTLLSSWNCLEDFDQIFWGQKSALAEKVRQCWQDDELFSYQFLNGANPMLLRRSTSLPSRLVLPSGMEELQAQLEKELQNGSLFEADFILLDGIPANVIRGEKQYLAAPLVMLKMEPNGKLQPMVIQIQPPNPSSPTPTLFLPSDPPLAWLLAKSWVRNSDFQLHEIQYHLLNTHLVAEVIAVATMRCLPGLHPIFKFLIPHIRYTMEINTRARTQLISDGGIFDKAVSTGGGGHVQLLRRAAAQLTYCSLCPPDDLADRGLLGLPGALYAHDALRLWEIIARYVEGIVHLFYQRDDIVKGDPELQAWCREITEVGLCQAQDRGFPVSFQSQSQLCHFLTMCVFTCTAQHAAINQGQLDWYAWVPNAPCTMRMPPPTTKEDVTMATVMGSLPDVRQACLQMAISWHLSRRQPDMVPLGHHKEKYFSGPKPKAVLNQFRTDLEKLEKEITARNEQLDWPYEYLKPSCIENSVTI
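Lipoxygenase turnover measured by absorbance at 573 and 405 nm after Fe-XO development. Human 12hLO 150 nM, arachidonate 40 uM, pH 7.0 Hepes buffer with detergent; 15 min compound preincubation, 30 min reaction.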
ALOX15B inhib – qHTS Assay for Inhibitors of 15-hLO-2 (15-human lipoxygenase 2). Polyunsaturated fatty acid lipoxygenase ALOX15B (Homo sapiens), O15296. AID 881, 2007. 110,000 compounds, 0.56% hits. Potency, µM (series often up to 57.1 µM), for inactives: at the highest dose activity change, negative = inhibition, actives largely listed as inhibitors. purified 15hLO-2, xylenol orange hydroperoxide absorbance; note: potency is the fitted concentration of half-maximal effect; nearly all actives have a fitted effect of over 60% in size; many of its hits are not listed in these tables
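Read-out: hydroperoxide product oxidises ferrous iron, measured as xylenol orange complex via the 573-to-405 nm absorbance ratio after 30 min. Reaction: 50 nM enzyme, 15 min compound preincubation, 45 uM arachidonic acid, 90 min RT, Hepes pH 7.5 with Triton X-100.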
An asterisk follows results filed as active; ? = inconclusive; / = not tested or not shown; & = joins results of further samples; [ ] = another dose, or the depositor's remark. Unless noted, calls come from the whole dose curve; as a rule, active = well fitted curve in the direction sought with a large enough effect; inconclusive = small, poorly fitted or top-dose-only effect, or another doubt; inactive = no such curve, though single readings can be large; an effect the other way counts as inactive or inconclusive. Unless noted, % is set by controls: 0 for no effect and ±100 for the full control effect. An excerpt (hit frequency here may not be typical).

IMPase cell inh	12-hLO inh	ALOX15B inhib	PNC inhibitor	Structure
16.4	-8.8%	2.1%	15.1	Cc1nnc(Nc2ccc3c(c2)OCO3)c2ccccc12
-2.8	-2.8%	8.1%	27.7	COC(=O)c1ccccc1NC(=O)CN1C(=O)CSC1=O
/	2.5%	11.7%	/	CN(C)CCCNCCCN
-9.2	3.7%	9.4%	-24.1	CCN(CC)CCCNC(=O)c1c(O)c2c([nH]c1=O)CCCC2
8.2	-1.4%	9.4%	?	c1ccc(-c2cn3c4c(sc3n2)CCCC4)cc1
7.9	-29.1%	?	32.1	CCc1ccc2c(CN3CCc4ccccc43)cc(=O)oc2c1
3.7	-17.4%	-12.8%	3.8	CCCCn1c(SCC(=O)c2cc(OC)ccc2OC)nc2cc(S(N)(=O)=O)ccc21
5.4	3.7%	-1.8%	-9.7	CC1CCCCC12NC(=O)N(CC(=O)Nc1ccc(S(=O)(=O)N3CCOCC3)cc1)C2=O (stereo not given)
-12.9	-5.6%	/	?	COc1ccc(NC(=O)c2ccc3c(c2)C(=O)N(Cc2cccnc2)C3=O)c(OC)c1
14.4	-4.3%	-19.8%	?	COc1ccc(Cl)cc1C(=O)CSc1nnnn1C1CCCCC1
3.2	-3.5%	-0.3%	-86.6*	N#CC12CCCCC1CC1CCCCC1(C#N)N2Cc1cccnc1 (stereo not given)
-11.5	-0.3%	/	-100.0*	c1ccc(-c2ccn3nnnc3n2)cc1
-11.7	4.8%	-2.3%	9.3	CCOc1ccc(-c2nnc(-c3snc(-c4ccc(F)cc4)c3N=CN(C)C)o2)cc1
?	3.2%	/	23.7	Cc1nc(S/C(=C/c2ccc(-c3cccc(Cl)c3)o2)C(=O)O)n[nH]1
7.9	1.6%	-4.8%	21.5	O=C(O)c1ccc(S(=O)(=O)NC2CCCCC2)cc1
/	-2.6%	11.7%	/	COC(=O)[C@@]1(Cc2ccc(F)cc2)[C@H]2c3cc(C(=O)N(C)C)n(Cc4cccc5ccccc45)c3C[C@H]2CN1C(=O)c1ccccc1
11.6	-4.9%	-4.3%	-10.0	COc1cc(-c2nnc3sc(C4CCCCC4)nn23)cc(OC)c1OC
6.1	-1.8%	-0.8%	28.6	CNCc1cc2ccc(C)cc2[nH]c1=O
2.2	-6.6%	/	-9.5	c1cc(C(c2nnnn2C2CCCCC2)N2CCN3CCCC3C2)ccn1 (stereo not given)
10.9	-15.7%	-9.4%	-5.6	O=C(c1ccco1)N1CCN(S(=O)(=O)c2ccc(Br)s2)CC1
4.9	-6.1%	18.0%	3.8	CCCCN(CCCC)c1cc(C)nc(-c2ccccc2O)n1
-3.0	0.3%	/	-25.1	O=C(CCNS(=O)(=O)c1cccs1)Nc1ccccc1F
-7.7	2.5%	7.9%	?	COCCNCCOCCOc1cccc(OC)c1
/	0.9%	/	?	CCOC(=O)C(NC(=O)CC)(Nc1sc(C)c(CC)c1C#N)C(F)(F)F (stereo not given)
-1.4	-3.3%	-4.1%	?	CCOC(=O)c1c(C)c(C(=O)NCc2ccccn2)c(C)n1C
10.3	0.7%	1.3%	?	Cc1ccc(CNC(=O)C2CCCN(S(=O)(=O)c3cccnc3)C2)cc1 (stereo not given)
-0.5	5.0%	2.4%	65.1	Cc1cc(=O)[nH]c(COc2ccccc2)n1
4.4	-3.3%	/	?	c1ccc(Cn2nnc3c(N4CCc5ccccc54)ncnc32)cc1
/	0.8%	6.3%	/	O=C(Nc1ccccc1)N1CC[C@@]2(CCCN(C(=O)c3ccncc3)C2)C1
/	5.2%	/	27.5	CC1(C)O[C@@H]2C[C@H]3[C@@H]4CCC5=CC(=O)C=C[C@]5(C)[C@@]4(F)[C@@H](O)C[C@]3(C)[C@]2(C(=O)CO)O1
/	-0.2%	/	?	COc1cc(/C=C2\CC/C(=C\c3cc(OC)c(OC)c(OC)c3)C2=O)cc(OC)c1OC
-1.0	0.1%	/	-112.6*	Cc1ccc(/C=N/n2c(-c3ccco3)n[nH]c2=S)s1
-2.5[1.84 µM]	-0.1%	8.1%[11.4 µM]	?	Cc1cc(C)n(Cc2ccc(Cl)cc2Cl)c(=O)c1S(=O)(=O)c1ccccc1
3.5&3.1	-9.6%&-9.1%	?	-0.1&10.4	CCN(CC)c1ccc(SS(=O)(=O)O)cc1
/	0.0%	/	30.3	Cc1cccc(COc2ncnc3nc[nH]c23)c1
/	-29.1%	/	?	O=C(NC(=S)Nc1ccc(N2CCOCC2)c(Cl)c1)c1cncc(Br)c1

Quoted from the listing:
Reading of `CCN(CC)CCCNC(=O)c1c(O)c2c([nH]c1=O)CCCC2` under ALOX15B inhib: 9.4%
Reading of `O=C(c1ccco1)N1CCN(S(=O)(=O)c2ccc(Br)s2)CC1` under 12-hLO inh: -15.7%
Reading of `COc1ccc(Cl)cc1C(=O)CSc1nnnn1C1CCCCC1` under ALOX15B inhib: -19.8%
Reading of `COC(=O)c1ccccc1NC(=O)CN1C(=O)CSC1=O` under 12-hLO inh: -2.8%
Reading of `COc1cc(/C=C2\CC/C(=C\c3cc(OC)c(OC)c(OC)c3)C2=O)cc(OC)c1OC` under 12-hLO inh: -0.2%
Reading of `Cc1cc(=O)[nH]c(COc2ccccc2)n1` under IMPase cell inh: -0.5

(cont.)
IMPase cell inh	12-hLO inh	ALOX15B inhib	PNC inhibitor	Structure
9.4	-15.2%	-4.6%	9.0	N#Cc1cn(CCOc2ccccc2F)c2ccccc12
/	3.9%	48.7%[activator]	/	COC(=O)c1ccc(C(NC(=O)OCc2ccccc2)/C(=C/[C@@H](C)C(=O)NC2CCCCC2)c2cccnc2)cc1 (stereo not given in full)
1.3	6.5%	11.5%	?	O=C(CSCc1cnn(-c2ccccc2)c1-n1cccc1)NCCN1CCOCC1
11.2	-5.2%	-0.2%	-11.5	Cc1ccc(NC(=O)c2cc(Cl)nc3ccccc23)cc1
-2.2	-18.3%	8.0%	10.3	Cc1cc(OCC(=O)O/N=C(\N)c2ccccc2)cc(C)c1Cl
4.9	-4.2%	5.1%	6.2	COCc1cc(=O)n2[nH]c(SCc3ccccc3)nc2n1
-0.4	-1.4%	2.7%	-83.4*	COCCNC(=O)C(c1ccc(C)o1)N(Cc1ccccc1)C(=O)Cn1nnc2ccccc21 (stereo not given)
-0.1	-2.9%	2.2%	-27.7	Cc1cc(=O)c2cc(Cl)ccc2[nH]1
3.3	-0.5%	/	?	COc1ccc(CNc2nc(SCC(=O)NCc3ccco3)nc3ccccc23)cc1
-0.4	-13.0%	/	49.2	Cc1cc(C(=O)OCC(=O)Nc2sc3c(c2C#N)CCC(C)C3)c2ccccc2n1 (stereo not given)
10.4	-16.5%	-5.5%	44.1	CC(CS(=O)(=O)c1cccc2cccnc12)N1CCCCC1 (stereo not given)
2.4	6.9%	4.2%	-13.7	Cc1cc(C)nc(SC(C)C(=O)O)n1 (stereo not given)
-7.8	-2.1%	2.1%	-29.4	Cc1ccc(S(=O)(=O)N(CC(=O)N/N=C/c2cccc(C)c2)c2cccc3cccnc23)cc1
/	-0.9%	-9.3%	/	CCC1=C(OC(=O)N(CC)CC)N2C(=O)OC(=NCC3CC3)[C@]2(Cc2ccccc2)[C@H]2C1=CC[C@H]1C(=O)N(CC)C(=O)[C@H]12
1.7	-0.1%	0.9%	33.0	COC(=O)c1ccccc1NC(=O)Cn1cnc2ccc(S(=O)(=O)N3CCC(C)CC3)cc2c1=O
/	0.1%	5.8%	/	COC(=O)c1ccc(CN2[C@H](C(=O)OC)C[C@@]3(O)[C@@H](O)[C@@H](O)[C@@H](O)C[C@@H]23)cc1
-5.7	-8.3%	-23.7%	0.2	CC(=O)Nc1ccc(S(=O)(=O)/N=C2\SCCN2S(=O)(=O)c2ccc(NC(C)=O)cc2)cc1
3.1	-1.9%	0.1%	-6.5	CC(=O)c1ccc(NC(=O)CSC(C)C)cc1
2.7	-3.6%	-1.1%	?	CCCCn1nnnc1SCC(=O)Nc1ccc(C)cc1
2.5	-3.2%	11.9%	?	CC(=O)OC(/C(O)=C(\C#N)c1nc2ccccc2[nH]1)c1ccccc1 (stereo not given)
8.7	-18.9%	-18.7%	7.1	Nc1c(C(=O)c2ccccc2)oc2ccc(Br)cc12
1.9	0.3%	-10.5%	57.2	O=C(O)CC(NCc1ccco1)C(=O)OCCc1ccccc1 (stereo not given)
-11.2	-4.6%	18.1%	33.9	Cc1ccc(C(c2sc3nc(C)nn3c2O)N2CCN(c3ccc(F)cc3)CC2)cc1 (stereo not given)
/	-7.6%	-3.7%	/	CC1(C)C(=O)C(c2ccccc2)=C2CN3C(=O)N(CCc4ccccc4)C(=O)C3(Cc3ccc(C(F)(F)F)cc3)C=C21 (stereo not given)
4.7	0.5%	1.4%	6.8	CCOC(=O)c1ccc(NC(=O)CCc2nc(-c3ccccc3)no2)cc1
5.7[0.0738 µM]	1.1%	/	-3.6	Cn1ncc(Br)c1C(=O)Nc1ccc(F)cc1F
-4.4[1.84 µM]	-0.9%	-3.1%[11.4 µM]	-96.9*	O=C(O)C1Cc2ccccc2CN1C(=O)c1ccccc1 (stereo not given)
6.9	-11.4%	-15.5%	39.8	CCCC(C)NC(=O)c1nc(-c2ccccc2)n(-c2ccccc2)n1 (stereo not given)
?	-4.4%	-15.2%	-20.5	CCCS(=O)(=O)N1CCN(Cc2ccncc2)CC1
/	-3.4%	/	-4.9	Cn1c(CC(=O)NCCO)c(Sc2ccccc2)c2ccccc21
-2.6	1.0%	/	-26.9	O=C(C1CCCCC1)N1CCC(n2nnc3ccccc32)CC1
/	-0.3%	/	48.1	COc1ccccc1-c1nnc(SCC(=O)N2CCOCC2)o1
/	-3.5%	/	-16.0	CSc1nnc(SCC2=NNC(=O)SC2)s1
-7.2	5.0%	-3.4%	-3.8	O=C(COC(=O)c1ccccc1S(=O)(=O)N1CCCCC1)NCC(F)(F)F
-2.7	-1.0%	3.7%	?	O=C(NCc1cccnc1)c1ccccc1Br
-1.1	-6.4%	-6.9%	?	Cc1cccc(N(Cc2cc3ccccc3[nH]c2=O)C(=O)c2ccco2)c1C
-4.6	9.0%	-4.2%	4.6	COc1ccc(CNC(=O)c2ccccc2SC)cc1
-4.1	-0.2%	9.5%	-11.9	OC(CN1CCCCC1)CN1CCCCC1
-7.0	3.6%	-5.3%	-28.8	Cc1ccc(S(=O)(=O)NC(=O)NC(C)(C)C)cc1
/	-0.5%	/	48.0	COc1ccc(/C=N/NC(=O)c2ccco2)cc1Cn1nc(C)cc1C
-6.9	-4.8%	21.5%	?	Clc1cccc(CSc2nnc([C@@H]3CCCN3)o2)c1
11.1	-23.3%	-8.5%	5.2	COC(=O)c1cc(CSc2nnc(-c3ccccc3)c(-c3ccccc3)n2)oc1C
0.3	4.0%	-0.6%	?	CC(C)(C)c1nc2ccccc2[nH]1
/	-1.4%	/	50.9	CCCCCCCCCCCCOC1OC(CO)C(O)C(O)C1NC(C)=O (stereo not given)

A draw from above in order of molar mass, largest number first.
IMPase cell inh	12-hLO inh	ALOX15B inhib	PNC inhibitor	Structure
11.6	-4.9%	-4.3%	-10.0	COc1cc(-c2nnc3sc(C4CCCCC4)nn23)cc(OC)c1OC
10.3	0.7%	1.3%	?	Cc1ccc(CNC(=O)C2CCCN(S(=O)(=O)c3cccnc3)C2)cc1 (stereo not given)
?	3.2%	/	23.7	Cc1nc(S/C(=C/c2ccc(-c3cccc(Cl)c3)o2)C(=O)O)n[nH]1
